Screening data as filed in PubChem BioAssay.
KCNH2 3.1 block: qHTS for Inhibitors of KCHN2 3.1: Mutant qHTS; U2OS KCNH2 3.1, thallium flux FluxOr; hits give low values; activity change, % (tested at about 1.8 µM); actives 0.95% (n = 340,000);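 active = maximum activity change below -70%; inconclusive = maximum activity change from -70% to -50%; inactive = maximum activity change above -50%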;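 note: thallium influx rate constant from kinetic fluorescence after stimulation buffer; % is set by controls: 0 for no effect and ±100 for the full control effect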
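Thallium flux read-out: FluxOr dye with Red40 quencher in HBSS/HEPES, 45 min at RT. Rate constants from kinetic reads were normalized to positive and negative DMSO controls. Cells: U2OS virally expressing the 3.1 isoform.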
MLL CXXC-DNA inh: qHTS Fluorescence Polarization Assay for Inhibitors of MLL CXXC domain - DNA interaction | Histone-lysine N-methyltransferase 2A (Homo sapiens), Q03164 | MLL-CXXC / FITC-HOXA9 DNA fluorescence polarization | Potency, µM (titrated, usually from 115 µM), inactives show top-dose activity change, negative = inhibition, most hits filed as inhibitors | actives 0.037% (n = 290,000) | AID 2662, 2010; active = well fitted inhibition curve with a large enough effect in the polarisation, with a control signal flat, not every such curve was filed as active; inconclusive = small, poorly fitted or top-dose-only effect, or effect the other way, or a change in a side signal; inactive = no such curve, though single readings can be large or run the other way; the % refers to the polarisation; note: potency is the fitted concentration of half-maximal effect
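Fluorescence polarization: 7 uM MLL-CXXC (stock) preincubated 5 min with compounds, then 50 nM fluorescein-HOX-A9 DNA (stock) added; 30 min ambient. Buffer 50 mM Tris-HCl pH 7.5, 50 mM NaCl, 1 mM DTT, 0.05% BSA.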
PKM2 activator: qHTS Assay for Activators of Human Muscle isoform 2 Pyruvate Kinase | Pyruvate kinase PKM (Homo sapiens), P14618 | purified PKM2, Kinase-Glo ATP luminescence, activation; response scale: 0% is enzyme alone, no compound | Potency, µM (highest dose often 57.5 µM), inactives show top-dose activation, most hits filed as activators | actives 0.34% (n = 260,000); note: potency is the fitted concentration of half-maximal effect; % is set by controls: 0 for no effect and ±100 for the full control effect; nearly all actives have a fitted effect of over 55% in size
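Purified hPK-M2 (>95%) run at intermediate activity with 0.1 mM ADP and 0.5 mM PEP in 50 mM imidazole pH 7.2, KCl, MgCl2; 1 h room temperature. ATP formed read by Kinase-Glo luminescence; normalized to uninhibited and no-enzyme controls.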
TRPV1 agonist: HTS Assay for Compounds that Act as Agonists of the Vanilloid Receptor 1. TRPV1-expressing cells, Fluo-8 calcium influx, agonist mode. Transient receptor potential cation channel subfamily V member 1 (Homo sapiens), Q8NER1. actives 0.19% (n = 320,000). activation, % at 8.33 µM; in the data active = activation above about 80%; inconclusive = between about 30% and that limit; note: 0% is about no effect
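TRPV1-expressing cells were cultured overnight at 35.5C and loaded with Fluo-8 calcium dye for 40 to 90 min at room temperature. After a 10 s baseline, compound was added and calcium influx was read kinetically for 3 min (ex 480/em 520 nm).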
Coupling enz: qHTS Assay for Inhibitors of Fructose-1,6-bisphosphate Aldolase from Giardia Lamblia: Coupling assay counterscreen; coupling enzyme system counterscreen, AmpLite Red fluorescence; activity change, negative = inhibition, % at 58.2 µM, hits read low; actives 0.67% (n = 290,000); in the data active = activity change below about -30%; note: % is set by controls: 0 for no effect and ±100 for the full control effect
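Coupling enzymes only (glyceraldehyde-3-phosphate) + compound, at 57.5 uM final, 10 min RT; add substrate/coupling/AmpLite Red mix, 20 min RT; fluorescence ex 525/em 598 nm. Actives flag coupling-system interference.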
Menin-MLL TR inh: qHTS Assay for Inhibitors Targeting the Menin-MLL Interaction in MLL Related Leukemias: Competition With Texas Red Labeled MLL-derived Mutant Peptide; O00255; Menin + Texas Red MLL mutant peptide, fluorescence polarization; Potency, µM (highest dose often 61.6 µM), for the others: top-dose FP activity change, negative = inhibition, hits mostly inhibitors; actives 0.23% (n = 270,000); AID 1768, 2009; active = well fitted inhibition curve with a large enough effect in the polarisation, with a control signal flat, not every such curve was filed as active; inconclusive = small, poorly fitted or top-dose-only effect, or effect the other way, or a change in a side signal; inactive = no such curve, though single readings can be large or run the other way; the % refers to the polarisation; note: potency is the fitted concentration of half-maximal effect; % of control where 0% means no effect; many of its hits are not listed in these tables
Giardia killer: Small Molecules that selectively kill Giardia lamblia: qHTS; activity change, % at 7.66 µM, hits read low; Giardia lamblia trophozoite viability; actives 0.15% (n = 340,000); in the data active = activity change below about -80%; inconclusive = between about -30% and that limit;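 note: parasites exposed to compound for two days anaerobically before the ATP read; % is set by controls: 0 for no effect and ±100 for the full control effect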
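Anaerobic 48 hrs incubation at 37 deg C of 100 trophozoites/well with test compounds; ATPLite 1-Step luminescence, 15-30 min RT, reports cellular ATP as viability.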
B2AR arrestin: qHTS assay of beta-arrestin-biased ligands of beta2-adrenergic receptor. AID 492947, 2010. Potency, µM (series often up to 46.1 µM), for the others: at the highest dose activation, hits mostly activators. Beta-2 adrenergic receptor (Homo sapiens), P07550. actives 0.02% (n = 330,000). beta-arrestin recruitment to beta2AR, cell-based reporter;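 note: potency is the fitted concentration of half-maximal effect; 0% = DMSO controls and full agonism = EC100 isoproterenol or metaproterenol; nearly all actives have a fitted effect of over 65% in size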
hERG WT inh: qHTS for Inhibitors of KCHN2 3.1: Wildtype qHTS; Voltage-gated inwardly rectifying potassium channel KCNH2 (Homo sapiens), Q12809; U2OS, BacMam KCNH2, thallium flux FluxOr; hits give low values; activity change, % at 1.84 µM; actives 0.37% (n = 340,000);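 active = maximum activity change below -70%; inconclusive = maximum activity change between -70% and -50%; inactive = maximum activity change above -50%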; note: % is set by controls: 0 for no effect and ±100 for the full control effect
Target sequence (Q12809 whole entry, looked up): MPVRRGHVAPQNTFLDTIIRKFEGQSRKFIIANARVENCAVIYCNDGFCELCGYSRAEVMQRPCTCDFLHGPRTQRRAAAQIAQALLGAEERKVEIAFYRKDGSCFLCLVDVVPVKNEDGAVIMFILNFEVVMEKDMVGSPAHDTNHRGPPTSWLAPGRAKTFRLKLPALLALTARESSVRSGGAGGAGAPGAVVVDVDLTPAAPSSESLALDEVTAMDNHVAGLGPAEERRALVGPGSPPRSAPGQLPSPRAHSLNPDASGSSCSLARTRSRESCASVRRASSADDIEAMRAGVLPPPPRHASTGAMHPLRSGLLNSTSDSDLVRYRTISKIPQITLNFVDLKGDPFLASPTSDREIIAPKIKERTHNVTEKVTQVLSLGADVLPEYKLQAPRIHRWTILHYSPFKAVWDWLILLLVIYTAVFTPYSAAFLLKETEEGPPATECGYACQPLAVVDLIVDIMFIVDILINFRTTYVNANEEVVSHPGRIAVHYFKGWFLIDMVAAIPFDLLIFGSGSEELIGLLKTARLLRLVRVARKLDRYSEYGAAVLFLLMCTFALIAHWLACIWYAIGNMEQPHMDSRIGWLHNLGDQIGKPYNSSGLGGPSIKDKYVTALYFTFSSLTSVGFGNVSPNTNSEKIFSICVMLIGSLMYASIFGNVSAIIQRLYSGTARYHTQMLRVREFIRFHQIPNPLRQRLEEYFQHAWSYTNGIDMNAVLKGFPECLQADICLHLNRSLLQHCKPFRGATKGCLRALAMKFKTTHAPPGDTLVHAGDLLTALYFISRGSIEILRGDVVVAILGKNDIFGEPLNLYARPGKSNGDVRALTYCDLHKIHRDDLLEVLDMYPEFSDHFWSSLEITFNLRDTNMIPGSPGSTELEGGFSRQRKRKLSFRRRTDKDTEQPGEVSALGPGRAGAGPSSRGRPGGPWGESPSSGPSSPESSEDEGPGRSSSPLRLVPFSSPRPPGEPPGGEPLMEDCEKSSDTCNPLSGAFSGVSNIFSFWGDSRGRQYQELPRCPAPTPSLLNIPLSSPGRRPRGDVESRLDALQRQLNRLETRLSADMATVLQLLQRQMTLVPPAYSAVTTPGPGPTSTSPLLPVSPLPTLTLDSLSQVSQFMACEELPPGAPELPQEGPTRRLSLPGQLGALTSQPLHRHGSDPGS
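U2OS cells were transduced with wild-type KCNH2 virus (2.03 x 10^8 / mL) for 4 h at room temperature, then cultured overnight at 37 C. Thallium flux was read with FluxOr dye. Rate constants were normalized to DMSO controls.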
GALK inhibitor: qHTS Assay for Inhibitors of Human Galactokinase (GALK) | Purified GALK, Kinase-Glo residual ATP luminescence | Potency, µM (highest dose often 57.5 µM), inactives show top-dose activity change, negative = inhibition, usual class: inhibitors | actives 0.007% (n = 270,000) | AID 1868, 2009; note: potency is the fitted concentration of half-maximal effect; % is set by controls: 0 for no effect and ±100 for the full control effect
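Luminescence from leftover ATP (Ultra-Glo luciferase/luciferin) served as read-out after a 1 h room-temperature reaction of 5 nM GALK with 35 uM ATP and 100 uM galactose.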
USP2a block: qHTS Assay for Inhibitors of Ubiquitin-specific Protease USP2a Using CHOP2 as the Reporter. Potency, µM (top dose mostly 38.3 µM), for the others: at the highest dose activity change, negative = inhibition, hits mostly inhibitors. actives 0.01% (n = 330,000). AID 463254, 2010. USP2 core, Ub-CHOP2 coupled fluorogenic reporter, 485/531. Ubiquitin carboxyl-terminal hydrolase 2 (Homo sapiens), O75604;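 note: potency is the fitted concentration of half-maximal effect; plate controls were DMSO wells for no effect and full inhibition by NEM control for full effect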
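USP2 core (10nM final) preincubated 30min RT with compound in 20mM Tris-HCl pH 8.0, 2mM CaCl2, 2mM beta-mercaptoethanol, 0.05% CHAPS; 25nM Ub-CHOP2 plus 25nM reporter substrate added, fluorescence (Ex485/Em531) read after 60min.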
* = called active by the depositor; u = inconclusive; x = not tested or not shown; [ ] = another dose, or the depositor's remark. Unless noted, calls come from the whole dose curve; as a rule, active = well fitted curve in the direction sought with a large enough effect; inconclusive = small, poorly fitted or top-dose-only effect, or another doubt; inactive = no such curve, though single readings can be large; an effect the other way counts as inactive or inconclusive. An excerpt; count on the stated rates, not on these rows.

Molecule,KCNH2 3.1 block,MLL CXXC-DNA inh,PKM2 activator,TRPV1 agonist,Coupling enz,Menin-MLL TR inh,Giardia killer,B2AR arrestin,hERG WT inh,GALK inhibitor,USP2a block
O=C1C=C(c2cccc(Cl)c2)C[C@@H](c2ccc(F)cc2)C1,2,x,x,u,x,x,-9,0.0%,8,x,-3%
Cc1cccc(Nc2cc(C)c3c(O)cccc3n2)c1C,10,34%[activator],3%,10,-6,-5%,-1,-0.1%,-7,x,0%
COc1ccc(NC(=O)NCCCCc2ccccc2)cc1OC,-4,-7%,-2%,u,0,-2%,20,0.2%,-10,2%,1%
CCN(CC(=O)Nc1cc(Cl)ccc1C)C(=O)CCOc1ccc(C)cc1,4,x,x,8,x,x,-13,-0.1%,-19,x,-1%
NC(=O)c1c(NC(=O)c2ccc(N3C(=O)CCC3=O)cc2)sc2c1CCCC2,7,x,x,-2,x,x,5,0.1%,-12,x,1%
O=C(CCCN1C(=O)c2cccnc2Oc2ccc(Cl)cc21)N1CCCCC1,-1,-2%,-4%[0.46 µM],30,1,-14%,-13,-0.3%,-2,2%,1%
O=C(Nc1cc(Cl)ccc1-n1cncn1)C1CC1,-12,x,x,-1,x,x,-7,0.5%,-2,x,-1%
CCn1c(N2CCN(S(=O)(=O)c3ccccc3)CC2)nc2ccccc21,-5,2%,11%,10,4,-12%,9,-0.1%,10,-7%,1%
COc1ccc(-c2nc(SCc3ccccc3)n(S(C)(=O)=O)n2)cc1,-11,-2%,-1%,-1,2,14%,18,-0.5%,8,-2%,-2%
COc1ccc(/C=C2\SC(=S)N(CCC(=O)Nc3ccccn3)C2=O)cc1OC,-26,-17%,x,-1,0,-30%,-21,0.0%,1,4%,2%
CSc1cccc(NC(=O)CN(C2CCCCC2)S(C)(=O)=O)c1,-18,1%,4%,18,1,-9%,-28,-0.4%,-6,0%,0%
COc1cc(OC)cc(C(=O)NC(=S)NNC(=O)Cc2cccs2)c1,-9,-5%,-17%,2,0,9%,9,-0.5%,0,-6%,-6%

A second format for part of the listing above.
Values run as follows: KCNH2 3.1 block	MLL CXXC-DNA inh	PKM2 activator	TRPV1 agonist	Coupling enz	Menin-MLL TR inh	Giardia killer	B2AR arrestin	hERG WT inh	GALK inhibitor	USP2a block
> O=C(Nc1cc(Cl)ccc1-n1cncn1)C1CC1
  -12	x	x	-1	x	x	-7	0.5%	-2	x	-1%
> COc1ccc(/C=C2\SC(=S)N(CCC(=O)Nc3ccccn3)C2=O)cc1OC
  -26	-17%	x	-1	0	-30%	-21	0.0%	1	4%	2%

(cont.)
Molecule,KCNH2 3.1 block,MLL CXXC-DNA inh,PKM2 activator,TRPV1 agonist,Coupling enz,Menin-MLL TR inh,Giardia killer,B2AR arrestin,hERG WT inh,GALK inhibitor,USP2a block
Cc1cc(C)c2c(c1)/C(=N/NC(=O)c1cc(C)oc1C)CCC2,-8,-7%,9%,28,1,2%,18,0.0%,1,-6%,1%
O=C(O)CNC(=O)c1ccc(S(=O)(=O)N2CCOCC2)cc1,43,4%,2%,4,0,-12%,15,0.2%,-25,-1%,-1%
Cc1cc(C)c(Cn2cnc(-c3ccc([N+](=O)[O-])cc3)c2)c(C)c1,-11,2%,u,-3,0,-1%,26,0.1%,18,-4%,-1%
Cc1ccc(C(=O)O)cc1NC(=O)CN1C(=O)C2C3c4ccccc4C(Br)(c4ccccc43)C2C1=O (stereo not given),-4,7%,7%,0,8,1%,-16,-1.6%,0,x,6%
CC(C)(C)C1=Nn2c(nnc2-c2ccccn2)SC1,1,-3%,-22%,x,-13,1%[11.7 µM],5,0.1%,12,3%,1%
CCOc1ccc(NCc2nc3ccccc3n2CCOc2ccccc2)cc1,-32,1%,1%,11,-7,-3%,8,0.6%,9,x,1%
COc1cccc(CC(=O)OCC(=O)NC(Cc2ccccc2)C(C)=O)c1 (stereo not given),0,x,x,2,x,x,-4,-0.4%,1,x,1%
Clc1nssc1=Nc1nncs1,13,x,x,1,x,x,-28,-1.0%,-1,x,-1%
CSc1n[nH]c2nc3c(c(=O)n12)C1(CCCCC1)Cc1ccccc1-3,10,-3%,0%,3,-5,x,-25,-0.6%,-5,x,-1%
COc1ccc(NC(=O)c2ccco2)c2ccccc12,1,-11%,0%,21,-1,-5%,-29,0.5%,3,-1%,-1%
Cc1ccc(C2=NN(CC(=O)NCc3ccccn3)C(=O)CC2)cc1,3,-1%,-3%,2,3,-1%,0,-0.1%,3,0%,6%
O=C(C[C@H]1C/C=C\C[C@H](Cc2ccc(F)cc2)C(=O)O[C@@H](c2ccccc2)CNC1=O)N[C@@H](CO)Cc1ccccc1,-3,x,x,x,x,x,-24,-0.4%,-5,x,3%
CC(NC(=O)c1ccco1)C(c1cccs1)N1CCN(c2ccc(F)cc2)CC1 (stereo not given),1,12%,8%,1,5,-12%,-1,0.2%,11,-1%,-9%
C=CCN(CC=C)C(=O)COC(=O)c1n[nH]c2ccccc12,20,-4%,1%,3,-1,u,10,-1.0%,-1,11%,0%
O=C(C1CCCO1)N1CCN(S(=O)(=O)c2ccccc2)CC1 (stereo not given),-6,10%,u,1,-1,-10%,-15,0.0%,25,-1%,1%
O=c1nc(-c2ccccc2)c2cc(Cl)ccc2[nH]1,3,-9%,-1%,0,8,-15%,18,-0.4%,17,0%,1%
CCCCc1cc(=O)oc2cc(OCC(=O)N3CCc4ccccc43)ccc12,-3,30%[activator],5%,1,0,-7%,34[activator],-0.1%,-1,-3%,0%
CC(C)CNC(=O)C(=O)NCCCN1CCOCC1,6,5%,-2%,0,1,5%,-4,-0.4%,8,6%,0%
Cc1ccccc1-c1nn(-c2ccc(F)cc2F)cc1CNCCN(C)C,10,-9%,1%,7,-3,u,-4,-0.6%,-1,-3%,2%
CCOc1cc(C(=O)Nc2ccc(NC(C)=O)cc2)ccc1OCC(=O)N1CCCCC1,4,6%,-1%,-2,1,-9%,5,1.4%,1,x,0%
CC(=C1C(=O)c2ccccc2C1=O)N1CCN(CCN=CC2=C(O)CC(C)(C)CC2=O)CC1,-5,1%,-3%,-1,0,-3%,-12,0.1%,-1,2%,4%
CN(C)N1C(N)=C(C#N)C(c2ccc(Cl)cc2)C2=C1CCCC2=O (stereo not given),-10,18%,x,0,-4,5%,-19,3.5%,-12,0%,-1%
c1csc(-c2nn3cnnc3c3ccccc23)c1,-10,0%,3%,-3,6,-6%,22,0.1%,7,-2%,-1%
CN1C=C(C(F)(F)F)C=C/C1=C(\C#N)c1nnc2n1CCCCC2,9,1%,-3%,-3,-1,10%,-1,5.7%,0,0%,3%
O=C(CCCc1nc(-c2ccccc2)no1)NC1CCCC1,-2,7%,-1%,3,0,-1%,1,-0.2%,4,-1%,0%
CCCCn1c(SC(C)C(=O)NCC2CCCO2)nc2cc(C(=O)OC)ccc2c1=O (stereo not given),-15,x,x,30,x,x,-7,0.3%,3,x,1%

One compound at a time, as listed above.
`C=CCN(CC=C)C(=O)COC(=O)c1n[nH]c2ccccc12` reads KCNH2 3.1 block = 20; MLL CXXC-DNA inh = -4%; PKM2 activator = 1%; TRPV1 agonist = 3; Coupling enz = -1; Menin-MLL TR inh = u; Giardia killer = 10; B2AR arrestin = -1.0%; hERG WT inh = -1; GALK inhibitor = 11%; USP2a block = 0%
`CCOc1cc(C(=O)Nc2ccc(NC(C)=O)cc2)ccc1OCC(=O)N1CCCCC1` reads KCNH2 3.1 block = 4; MLL CXXC-DNA inh = 6%; PKM2 activator = -1%; TRPV1 agonist = -2; Coupling enz = 1; Menin-MLL TR inh = -9%; Giardia killer = 5; B2AR arrestin = 1.4%; hERG WT inh = 1; GALK inhibitor = x; USP2a block = 0%
